# Source: PubChem BioAssay (several laboratories)
# PKA-R1A activ – PKA-R1A complex activation | P00514+P68181 | PKA-R1A dissociation, Cy5-IP20 fluorescence polarization; scaled: DMSO 0%, 113 µM cGMP 100% | activation, % at 11.4 µM | actives 0.083% (n = 340,000);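 active = percent activation above the mean of all tested compounds plus 3 SD, cut at about 19% in these data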;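 note: higher means more PKAc released from R1A so a rise in polarization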
# Pemphigus Ab inh – blocks pemphigus antibody binding to human desmoglein-3 | AID 588358 | binding (percent of control), % at 10 µM | DSG3-coupled beads, scFv-anti-DSG3-GFP binding, flow cytometry; stronger effect = lower value | actives 0.48% (n = 310,000);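 active = binding more than 3 SD below its plate's average and above zero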;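 note: hits lower antibody fragment binding to DSG3; some compounds called inactive have numbers as strong as hits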
# Target sequence (P32926 whole entry, looked up, the tested form may be a part): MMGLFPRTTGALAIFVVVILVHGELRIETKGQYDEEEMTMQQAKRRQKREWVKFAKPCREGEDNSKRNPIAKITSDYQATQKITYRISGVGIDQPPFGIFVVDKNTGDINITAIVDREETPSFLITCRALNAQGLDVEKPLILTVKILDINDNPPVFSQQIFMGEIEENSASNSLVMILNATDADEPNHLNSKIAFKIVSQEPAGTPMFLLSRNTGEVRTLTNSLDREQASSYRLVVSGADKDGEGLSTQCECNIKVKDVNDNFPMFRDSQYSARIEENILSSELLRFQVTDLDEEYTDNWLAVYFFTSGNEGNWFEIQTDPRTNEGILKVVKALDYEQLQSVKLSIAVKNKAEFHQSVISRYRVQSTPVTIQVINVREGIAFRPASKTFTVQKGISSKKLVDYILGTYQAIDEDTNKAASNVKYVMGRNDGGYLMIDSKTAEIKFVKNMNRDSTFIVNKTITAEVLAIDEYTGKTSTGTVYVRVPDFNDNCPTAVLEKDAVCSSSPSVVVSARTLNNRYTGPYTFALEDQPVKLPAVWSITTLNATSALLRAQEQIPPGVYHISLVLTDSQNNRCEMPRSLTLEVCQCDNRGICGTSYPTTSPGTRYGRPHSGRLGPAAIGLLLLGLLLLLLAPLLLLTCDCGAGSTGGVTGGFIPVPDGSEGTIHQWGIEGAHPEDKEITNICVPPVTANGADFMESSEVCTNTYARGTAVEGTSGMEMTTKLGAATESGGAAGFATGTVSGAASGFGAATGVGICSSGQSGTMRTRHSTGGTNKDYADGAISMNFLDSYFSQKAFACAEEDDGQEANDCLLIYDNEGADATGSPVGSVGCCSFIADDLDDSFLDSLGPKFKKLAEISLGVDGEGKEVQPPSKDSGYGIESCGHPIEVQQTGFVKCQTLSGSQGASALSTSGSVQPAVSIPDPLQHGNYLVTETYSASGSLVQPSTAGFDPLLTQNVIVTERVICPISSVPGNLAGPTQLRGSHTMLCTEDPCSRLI
# Tat export inh – E. coli Tat transport inhibition | E. coli MC4100 TorA-mCherry Tat export, fluorescence | inhibition, % at 10 µM | actives 0.036% (n = 340,000) | AID 488895;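 active = mean replicate inhibition at least 50% and at least half of replicates individually reaching 50%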;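 note: exported cargo escapes ClpAP degradation while cytoplasmic cargo is degraded and loses fluorescence; 0% = median of neutral control wells and 100% = median of NaSCN control wells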
# Arr AP2 block – inhibitors of human beta-arrestin and AP2 interaction | FITC-arrestin peptide / GST-AP2 beads, flow cytometry; AP2 beta2 appendage carries R879A mutation | inhibition, % at 10 µM | actives 0.31% (n = 340,000);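 active = inhibition above a set limit, near 3 SD of compounds lacking own fluorescence, cut at about 54% in these data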;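 note: plate controls were DMSO wells for no effect and 5 µM unlabelled arrestin peptide for full effect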
#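 Measured by: flow cytometry, FL1 (488/535 nm); Material: AP2 appendage R879A on GSH beads; Evaluation: percent response; Timing: pre-incubation 12 min, peptide binding 1 h, room temperature; Also added: 50 nM FITC-arrestin peptide; Medium: PBS with 0.05% Tween 20 and 0.1% BSA.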
# AddAB inh – less growth of phage-infected E. coli with AddAB; E. coli expressing H. pylori AddAB, absorbance growth; inhibition, % at 11.9 µM; actives 0.29% (n = 330,000); AID 435030; in the data active = inhibition above about 12%;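 note: 0% = vehicle wells of infected cells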
# PfHsp90 yeast 2 – inhibits growth of yeast expressing Plasmodium falciparum Hsp90; S. cerevisiae expressing PfHsp90, BacTiter-Glo ATP, 48 h; yeast lacking PDR1 and PDR3 efflux regulators; inhibition, % at 9.4 µM; actives 0.32% (n = 310,000);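 active = every replicate shows inhibition above about 80%, whatever the replicate mean, limit read from the data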;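 note: 0% = DMSO neutral controls and 100% = 20 µM radicicol positive controls; yeast relying on Plasmodium falciparum Hsp90 in place of its own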
# MOR-DOR inv ag – inverse agonist of human OPRM1-OPRD1 heterodimerization | AID 504357 | cell-based MOR-DOR heterodimer luminescence, inverse agonism | inhibition, % at 9.3 µM | actives 0.21% (n = 340,000) | P35372+P41143; in the data active = inhibition above about 22%, passing the limit was not always enough;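 note: 0% = cells with DMSO and 100% = wells without cells with DMSO; values of inactives mirror those of a sister screen read the other way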
# OPRM1-OPRD1 ag – agonists of human mu-delta opioid receptor heterodimerization. cells, OPRM1-OPRD1 heterodimerization, luminescence. actives 0.3% (n = 340,000). activation, % at 9.3 µM; in the data active = activation above about 18%;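 note: 0% = vehicle-treated cells and 100% = reference agonist; values of inactives mirror those of a sister screen read the other way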
# Mot1-301 SUMO – blocks SUMOylation pathway, rescuing yeast Mot1-301 growth | S. cerevisiae Mot1-301 growth rescue, ATP luminescence, 38.5C; percent above DMSO median, 100 means doubled | actives 1% (n = 320,000) | growth rescue, % at 18.8 µM | AID 2716;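 active = every valid replicate shows activation above 250% relative to neutral control wells; inactive = the rest, any valid replicate at or below 250%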;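 note: OY570 slx delta 5 strain wells were the positive control but not used for scaling; some compounds called inactive have numbers as strong as hits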
# phage Ecoli inh – E. coli growth loss with phage present; AID 651602; inhibition, % at 11.9 µM; actives 0.26% (n = 360,000); growth absorbance; in the data active = inhibition above about 11%
# E coli growth – bacterial growth inhibition, counter-screen for AddAB inhibitors. inhibition, % at 11.9 µM. actives 0.27% (n = 330,000). E. coli V3065 growth, OD600 absorbance, 18 h;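 active = inhibition above the campaign's mean inhibition across all tested compounds plus 3 SD, cut at about 9.9% in these data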;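 note: uninfected addAB+ strain grown without phage in ampicillin broth; 0% = DMSO wells and 100% = ciprofloxacin 0.95 µg/ml wells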
# An asterisk follows results filed as active; · = not tested or not shown. Random draw from the library (roughly 2.8% active in at least one column).
no.	smiles	PKA-R1A activ	Pemphigus Ab inh	Tat export inh	Arr AP2 block	AddAB inh	PfHsp90 yeast 2
1	CN(C1CCCCC1)S(=O)(=O)c1ccc(C(=O)O)cc1	-15	104	-4	11	-1.6	3
2	CCSc1nnc(NC(=O)COc2ccccc2)s1	5	96	6	17	1.9	-1
3	CCNS(=O)(=O)c1ccc2nc(NC(=O)c3cccnc3)sc2c1	-9	99	3	13	-1.0	2
4	Cc1ccc(N2CC(C(=O)Nc3ccc(N4CCOCC4)cc3)CC2=O)cc1C (centres undefined)	-7	-0.9*	-10	-3	-2.9	-14
5	O=C(NC(=S)Nc1ccc(C(=O)N2CCOCC2)cc1)c1ccc([N+](=O)[O-])cc1	-13	100	-3	3	1.9	5
6	Cc1ccnc(N2CCC(C(=O)NNC(=O)c3ccncc3)CC2)n1	0	100	7	50	0.6	-14
7	COc1ccc(/C=C2/CC/C(=C\c3ccc(OC)c(OC)c3OC)C2=O)c(OC)c1OC	1	98	5	22	-0.3	-14
8	O=C(c1cccnc1Nc1ccc2c(c1)CCC2)N1CCOCC1	-1	100	-8	0	-2.0	-3
9	CC/C(O)=C1\C(=O)CC(c2ccccc2)CC1=NCCc1c(C)[nH]c2ccc(C)cc12 (centres undefined)	-8	105	-6	23	0.8	22
10	CCOC(=O)/C(C#N)=C/c1c(Oc2cc(C)cc(C)c2)nc2ccccn2c1=O	-4	88	-6	2	-0.7	-19
11	C=C(C)CCC(C)N1CCC(n2nccc2NC(=O)CCOc2ccccc2)CC1 (centres undefined)	6	143	-4	1	0.9	-1
12	COc1ccccc1/C=C/C=N/NC(=O)c1cc(-c2ccc(C)o2)[nH]n1	12	·	-2	3	1.3	-9
13	CCc1ccccc1NC1=NCC(=O)N1Cc1ccc(OC)cc1	2	74	-7	30	-1.5	0
14	CCOc1ccc(C2N(c3cc(Cl)ccc3OC)C(=O)C3CCCN32)cc1OC (centres undefined)	1	103	-2	-6	4.0	-3
15	COc1cc(/C=C/c2nc3ccccc3c(=O)[nH]2)ccc1OC(F)F	8	90	12	0	-0.2	3

no.	MOR-DOR inv ag	OPRM1-OPRD1 ag	Mot1-301 SUMO	phage Ecoli inh	E coli growth
1	9	-1.6	1	-0.4	-0.8
2	15	-2.6	32	4.7	0.7
3	12	-2.2	-8	2.0	-1.5
4	-31	3.8	83	1.3	0.1
5	10	-1.9	4	1.9	3.9
6	15	-2.9	-12	0.3	0.7
7	4	-0.8	-2	1.8	-1.2
8	12	-2.0	-3	-1.1	-1.5
9	11	-1.9	10	1.5	-0.6
10	11	-2.2	-4	0.2	-1.1
11	7	-1.3	-9	2.7	1.9
12	-7	1.4	308*	-0.2	0.0
13	17	-3.1	189	1.1	-1.5
14	12	-2.3	-1	0.5	2.2
15	-16	3.1	-9	0.6	1.8

# Brought forward from above: 5 compounds; new compounds follow.
no.	smiles	PKA-R1A activ	Pemphigus Ab inh	Tat export inh	Arr AP2 block	AddAB inh	PfHsp90 yeast 2
11	C=C(C)CCC(C)N1CCC(n2nccc2NC(=O)CCOc2ccccc2)CC1 (centres undefined)	6	143	-4	1	0.9	-1
12	COc1ccccc1/C=C/C=N/NC(=O)c1cc(-c2ccc(C)o2)[nH]n1	12	·	-2	3	1.3	-9
13	CCc1ccccc1NC1=NCC(=O)N1Cc1ccc(OC)cc1	2	74	-7	30	-1.5	0
14	CCOc1ccc(C2N(c3cc(Cl)ccc3OC)C(=O)C3CCCN32)cc1OC (centres undefined)	1	103	-2	-6	4.0	-3
15	COc1cc(/C=C/c2nc3ccccc3c(=O)[nH]2)ccc1OC(F)F	8	90	12	0	-0.2	3
16	CC1(C)CSC(=S)N1S(=O)(=O)c1ccccc1	18	103	1	-5	2.9	40
17	CCOc1ccc(NC(=O)Cn2nnc(C(=O)NCc3cccs3)c2N)cc1	-13	99	-12	5	0.7	-9
18	COC(=O)CN1C(C)=Nc2ccc(Br)cc2C1c1ccccc1 (centres undefined)	6	68	-5	6	0.5	-10
19	COCCNC(=S)NNC(=O)c1ccc(-n2cnnn2)cc1	-5	94	-5	-4	-2.4	-4
20	O=C1CCCC2=C1C1c3ccccc3C(=O)N1c1ccc(C(=O)c3ccccc3)cc1N2 (centres undefined)	-2	101	3	6	-0.9	-6
21	COC(=O)[C@H](CC(C)C)NC(=O)NCc1ccc(Cl)cc1	-2	97	0	-16	-0.4	28
22	Nc1c(C(=O)O)cnc2nc(N3CCOCC3)nn12	-1	82	0	5	-2.7	0
23	COc1cccc(/C=C2\SC(N)=NC2=O)c1OS(=O)(=O)c1ccccc1	2	96	-6	40	1.0	-41
24	CC(C)(C)c1ccc(C(CC(=O)O)NC(=O)c2ccccc2F)cc1 (centres undefined)	-1	103	-7	44	-0.8	14
25	Cc1ccc2oc(=O)c3cnn(CC(=O)NC4CCC(C)CC4)c3c2c1 (centres undefined)	-8	91	-2	2	-1.0	10
26	COc1ccc(C=NOCC(=O)OCC(=O)Nc2ccc(OC)cc2)cc1	-2	105	-5	-8	1.0	13
27	CC(=O)N1CCN(C(=O)C2CCN(S(=O)(=O)c3ccccc3C(F)(F)F)CC2)CC1	-3	95	-5	9	0.0	·
28	Cc1[nH]c2ccc(Br)cc2c(=O)c1CN1CCCCCC1	-7	97	1	15	-0.3	2
29	COCC(=O)Nc1nc2n(n1)C(c1ccc(Cl)cc1)CC(c1ccc(OC)cc1)N2 (centres undefined)	0	100	-2	80*	-2.2	5
30	CC(C)c1cc(C(=O)OCC(=O)N2CCN(C(=O)c3ccco3)CC2)c(O)c(C(C)C)c1	-2	·	5	1	0.9	-22

no.	MOR-DOR inv ag	OPRM1-OPRD1 ag	Mot1-301 SUMO	phage Ecoli inh	E coli growth
11	7	-1.3	-9	2.7	1.9
12	-7	1.4	308*	-0.2	0.0
13	17	-3.1	189	1.1	-1.5
14	12	-2.3	-1	0.5	2.2
15	-16	3.1	-9	0.6	1.8
16	3	-0.5	-6	0.8	2.2
17	10	-2.1	-8	1.7	-2.2
18	10	-1.9	-5	1.6	-0.5
19	10	-2.1	6	1.4	-0.9
20	-19	3.2	1	0.1	-0.3
21	14	-2.7	-10	3.9	0.4
22	23	-4.7	-22	4.4	-1.1
23	8	-1.6	-8	3.5	-1.3
24	21	-4.0	-7	2.7	-1.6
25	1	-0.2	3	2.4	-2.3
26	3	-0.7	14	1.2	1.5
27	13	-2.5	60	0.4	0.0
28	-1	0.3	8	0.1	-0.1
29	12	-2.0	83	2.5	-1.4
30	4	-0.8	-15	-3.1	0.6

# (list continues)
no.	smiles	PKA-R1A activ	Pemphigus Ab inh	Tat export inh	Arr AP2 block	AddAB inh	PfHsp90 yeast 2
31	COc1ccc(-c2nc3c(c(=O)c4ccccc4n3C)c(=O)n2Cc2ccccc2)cc1	-5	96	-16	-15	3.5	21
32	CC(C)COc1ccc(C(=O)N(CC(=O)Nc2ccccc2C(F)(F)F)Cc2ccco2)cc1	-3	91	12	35	-2.6	-9
33	CC1(c2ccc(OC(F)F)cc2)NC(=O)N(CC(=O)NC2CCCCC2)C1=O (centres undefined)	0	106	3	3	-0.9	-10
34	O=C(NCC1CCCO1)c1cc(-c2ccc(F)cc2)no1 (centres undefined)	-4	106	2	-14	1.5	8
35	O=S(=O)(Nc1ccc2[nH]ncc2c1)c1ccccc1Cl	-5	99	2	18	2.1	-18
36	Cc1cc(C)c2cc(C(=O)Nc3ccccc3)[nH]c2c1	6	111	-2	1	-12	9
37	O=C(Nc1ccc(Nc2ccccc2)cc1)N1CCOCC1	-10	89	-9	13	0.7	7
38	CCCCCn1c(=O)[nH]c2cc(C(=O)NC3CCN(Cc4ccccc4)CC3)ccc2c1=O	-10	100	3	-5	-0.7	-4
39	COC(=O)C1C2C=CC3(CN(C(C)c4ccc(OC)cc4)C(=O)C13)O2 (centres undefined)	1	104	-3	-6	0.1	5
40	CC1(C2CC2)NC(=O)N(CC(=O)N2CCN(c3ccccc3Cl)CC2)C1=O (centres undefined)	5	103	-6	17	·	·
41	CCN(C(=O)CSc1nc(C)nc2sc(C)c(C)c12)C1CCS(=O)(=O)C1 (centres undefined)	-1	·	-9	-1	0.8	1
42	COc1ccc(N(CC(=O)N2CCc3ccccc3C2)S(=O)(=O)c2c(C)nn(C)c2C)cc1	-4	111	-17	3	2.1	-10
43	O=C(COc1ccccc1Cl)N(Cc1cccs1)C1CCS(=O)(=O)C1 (centres undefined)	-6	107	2	58*	2.3	-9
44	O=C1CCS/C(=N\N=C\c2ccc(Cl)cc2Cl)N1	-3	105	3	2	0.5	44
45	O=C(CSCc1nc2c(nnn2Cc2ccc(F)cc2)c(=O)[nH]1)Nc1c(Cl)cc(Cl)cc1Cl	-2	101	-1	-39	0.2	-17

no.	MOR-DOR inv ag	OPRM1-OPRD1 ag	Mot1-301 SUMO	phage Ecoli inh	E coli growth
31	1	-0.2	2	1.4	-0.9
32	-9	1.3	5	2.1	-2.3
33	-9	1.6	20	2.5	-1.8
34	-7	1.3	4	2.7	1.4
35	9	-1.7	10	1.7	-0.3
36	-10	1.9	25	4.1	2.5
37	-16	2.9	385	0.3	0.9
38	3	-0.6	12	-0.5	-2.1
39	-1	0.2	-1	0.4	0.9
40	15	-2.8	·	1.2	·
41	7	-1.7	7	3.0	-0.3
42	4	-0.8	15	0.9	-0.9
43	14	-2.5	-9	0.6	-2.7
44	-7	1.4	34	-2.2	-2.5
45	-3	0.6	20	3.7	0.8

# Other compounds:
no.	smiles	PKA-R1A activ	Pemphigus Ab inh	Tat export inh	Arr AP2 block	AddAB inh	PfHsp90 yeast 2
46	Nc1c(NCCc2ccccc2)c2ccccc2oc1=O	-12	93	-10	27	-0.2	-4
47	Cc1ccccc1-c1cc(C(=O)NCc2ccc(OC(F)(F)F)cc2)nn1CC1CC(c2cccc([N+](=O)[O-])c2)=NO1 (centres undefined)	5	98	-2	-14	3.1	-12
48	O=C(N=C1SC2CS(=O)(=O)CC2N1c1cccc(Cl)c1)C1CCCO1 (centres undefined)	10	93	-1	-6	-0.2	12
49	N#CCCN(CC(=O)O)S(=O)(=O)c1ccccc1	0	107	2	9	-0.1	-5

no.	MOR-DOR inv ag	OPRM1-OPRD1 ag	Mot1-301 SUMO	phage Ecoli inh	E coli growth
46	8	-1.8	11	2.1	0.7
47	13	-2.3	-11	2.3	1.1
48	10	-2.0	78	2.2	1.6
49	6	-0.9	134	0.8	0.6
